# Screens from PubChem BioAssay.
# Mcl1 Noxa PPI – Mcl-1/Noxa binding inhibitors, primary screen, biochemical, TR-FRET, 1536-well | AID 1022, 2008 | TR-FRET Mcl-1/Noxa peptide binding, 2 h | inhibition, % at 21.7 µM | 220,000 compounds, 1.5% hits;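 active = compounds that cut the protein-peptide binding signal by more than 50% relative to plate controls in a single-dose test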;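 also: His-tagged Mcl-1 with rhodamine Noxa BH3 peptide and terbium anti-His antibody; 0% = Mcl-1 plus Noxa peptide wells and 100% = peptide-only wells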
# Target sequence (Q07820 whole entry, looked up): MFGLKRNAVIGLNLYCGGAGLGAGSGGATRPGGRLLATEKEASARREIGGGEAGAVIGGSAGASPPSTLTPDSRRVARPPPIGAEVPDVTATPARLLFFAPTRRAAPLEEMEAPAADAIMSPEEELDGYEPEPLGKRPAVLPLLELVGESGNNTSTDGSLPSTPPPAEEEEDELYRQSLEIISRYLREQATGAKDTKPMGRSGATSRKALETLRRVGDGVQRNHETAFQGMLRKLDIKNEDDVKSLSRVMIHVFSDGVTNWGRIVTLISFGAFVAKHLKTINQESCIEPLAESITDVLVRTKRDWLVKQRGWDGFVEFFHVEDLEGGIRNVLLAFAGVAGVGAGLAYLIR
# Pf gamet viab – late stage P. falciparum gametocyte viability inhibitors, primary screen, ATP luminescence, HTS. P. falciparum stage V gametocytes, 24 h. inhibition, % at 10.9 µM. 150,000 compounds, 0.065% hits. AID 743093, 2013;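 active = inhibition above the mean plus 3 SD of compounds within the control limits, set per campaign, cut at about 38% in these data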;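 also: 0% = DMSO wells and 100% = medium only without gametocytes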
# Avidin bead fluor – green autofluorescence of compounds with avidin beads – biophysical, 488/530 nm, flow cytometry, artefact control, profiling panel; compound fluorescence 488/530 nm; stronger effect = higher value; fluorescence (KMESF) at 10 µM; 220,000 compounds, 0.38% hits; AID 1775, 2009; in the data active = fluorescence above about 47; also: inactives centre near 10
# Bim-Mcl-1 – inhibitors of Bim peptide binding to Mcl-1, primary screen, biochemical, bead-based flow cytometry, multiplex | Induced myeloid leukemia cell differentiation protein Mcl-1 (Homo sapiens), Q07820 | inhibition, % at 10 µM | 190,000 compounds, 0.1% hits | Bim peptide-Mcl-1 binding; in the data active = inhibition above about 40%;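 also: 0% = no compound tracer wells and 100% = peptide blocker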
# RGS8-Gao reg – RGS8-Galphao binding modulators, primary screen, biochemical, multiplexed bead flow cytometry; Guanine nucleotide-binding protein G(o) subunit alpha (Homo sapiens), P09471; response (percent of control binding), % at 10 µM; 220,000 compounds, 0.34% hits; AID 1423, 2008; actives lie on both sides; in the data active = response below about 60% or above about 140%; inactive = in between;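 also: Galphao activated as the GDP aluminium fluoride complex binding bead-coupled RGS8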
# Target sequence (P09471 whole entry, looked up): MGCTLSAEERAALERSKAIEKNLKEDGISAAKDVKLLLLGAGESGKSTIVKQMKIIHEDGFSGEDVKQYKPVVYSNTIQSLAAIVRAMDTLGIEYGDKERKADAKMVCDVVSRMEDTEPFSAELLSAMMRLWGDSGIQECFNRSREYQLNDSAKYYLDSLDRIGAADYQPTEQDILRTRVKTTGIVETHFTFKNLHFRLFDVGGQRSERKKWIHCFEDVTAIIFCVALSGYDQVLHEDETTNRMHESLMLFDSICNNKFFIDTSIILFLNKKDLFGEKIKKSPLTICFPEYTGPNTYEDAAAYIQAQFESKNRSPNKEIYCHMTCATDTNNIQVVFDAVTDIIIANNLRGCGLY
# ABCB1 block – ABCB1 efflux pump inhibitors, primary screen, cell-based, multiplex, flow cytometry, ABCG2 counter-screen. CCRF-Adr cells, JC-1 efflux. inhibition, % at 6.6 µM. 190,000 compounds, 0.067% hits. AID 1326, 2008; in the data active = inhibition above about 40%;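 also: 0% = vehicle and 100% = reference inhibitor; higher value means more JC-1 retained so stronger ABCB1 efflux block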
# RGS7-Gao reg – RGS7-Galphao binding modulators, primary screen, biochemical, multiplexed bead flow cytometry; actives lie on both sides; binding response (% of control), % at 10 µM; 220,000 compounds, 0.35% hits; AID 1439, 2008; in the data active = binding response below about 49% or above about 150%; inconclusive = no clear call, values can overlap the other calls; inactive = in between;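 also: fluorescent Galphao held in activated GDP-AlF4 state binding bead-coupled RGS7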
# ABCG2 inh – ABCG2 efflux pump inhibitors, primary screen, multiplex with ABCB1, IgMXP3 cells, flow cytometry. Broad substrate specificity ATP-binding cassette transporter ABCG2 (Homo sapiens), Q9UNQ0. JC-1 efflux. inhibition, % at 6.6 µM. 190,000 compounds, 0.1% hits;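 active = inhibition above 80%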;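 also: 0% = DMSO and 100% = nicardipine control wells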
#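 test system = two drug-resistant human cell lines, ABCG2 and ABCB1 | amount = 3 million cells/mL final, two lines in 1:1 ratio | reagent = JC-1 transporter substrate | doses = one concentration, 6.6 µM final | incubation = 10 min at 25 °C | signal = flow cytometric JC-1 green MFI at 530 nm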
# GSH fluor – compound fluorescence on glutathione beads, profiling panel, artefact control, biophysical, 488/530 nm, flow cytometry. GSH beads flow cytometry, compound fluorescence 488/530 nm; stronger effect = higher value. fluorescence (KMESF) at 10 µM. 190,000 compounds, 0.25% hits. AID 1776, 2009; in the data active = fluorescence above about 89;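 also: glutathione beads carrying GST-tagged Bcl family fusion proteins plus one bare bead set; values are compound well signal with DMSO vehicle wells as background; inactives centre near 16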
# Mcl1-Bid inh – Mcl-1/Bid binding inhibitors, primary screen, biochemical, TR-FRET, 1536-well; inhibition, % at 21.7 µM; Induced myeloid leukemia cell differentiation protein Mcl-1 (Homo sapiens), Q07820; 220,000 compounds, 0.97% hits; TR-FRET Mcl-1/Bid-Dy647 peptide binding;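 active = compounds that cut the binding signal by more than half at the single screening dose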;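 also: His-tagged Mcl-1 with europium anti-His antibody binding Bid BH3 peptide; 0% = Mcl-1 plus peptide wells and 100% = peptide-only wells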
# RGS4-Gao reg – modulators of RGS4 binding to Galphao, primary screen, biochemical, multiplexed bead flow cytometry; actives lie on both sides; binding response (% of control), % at 10 µM; 220,000 compounds, 0.33% hits; in the data active = binding response below about 49% or above about 150%; inactive = in between;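 also: fluorescent Galphao activated with aluminum fluoride binding bead-coupled RGS4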
# * = called active by the depositor; u = inconclusive; x = no result given.
SMILES,Mcl1 Noxa PPI,Pf gamet viab,Avidin bead fluor,Bim-Mcl-1,RGS8-Gao reg,ABCB1 block,RGS7-Gao reg,ABCG2 inh,GSH fluor,Mcl1-Bid inh,RGS4-Gao reg
CCOC(=O)C1CCN(c2nc3ccccc3n2CC(=O)c2ccccc2)CC1,1,5,22,-1,104,0.8,98,2,10,-7,99
Cc1ccc(C)n1-c1ccccc1N1CCCCC1,-3,1,22,1,91,-0.2,91,0,6,-49,89
COc1cc(C)c(C(N)=O)c(OC)n1,6,-17,14,-2,102,0.4,97,1,26,-9,101
COc1ccc(C2CC(c3cccs3)=NN2C(=O)CSc2nnc(N)s2)cc1OC (centres undefined),-11,35,10,0,100,-0.3,99,0,12,-3,96
O=C(O)/C(=C\c1cn(-c2ccccc2)nc1-c1cccnc1)NC(=O)c1ccccc1,12,5,3,x,98,x,u,x,x,-10,98
CCCOc1ccc(C(=O)Nc2ccc(C)cc2[N+](=O)[O-])cc1,-3,x,13,-2,103,0.8,102,25,22,-18,101
Cc1cccc(NC(=O)c2ccc([N+](=O)[O-])o2)n1,-10,23,4,1,89,-0.2,100,0,21,-40,99
CC(=O)N=c1sc2c3ccccc3ccc2n1C,6,-4,23,1,99,0.4,98,1,17,-7,99
COc1ccccc1N/N=C/c1ccc2c(c1)OCO2,16,x,3,-4,98,1.5,98,12,10,-76,99
CCN1C(=O)C(CC(=O)NCCc2ccccc2)N(NC(=O)c2cccnc2)C1=S (centres undefined),1,-4,15,-1,97,0.8,101,1,12,-1,97
O=C1C2C(c3ccccc3)CC=CC2[C@H](c2ccc3ccccc3c2)N1Cc1ccccc1 (some centres undefined),-7,-11,16,x,105,x,u,x,x,-18,101
Cc1ccc(-c2csc(NC(=O)Cc3cccs3)n2)cc1C,5,x,11,-2,100,0.1,101,8,35,-6,91
CC12CS(=O)(=O)CC1SC(=S)N2c1ccccn1 (centres undefined),4,6,8,-1,111,0.0,108,0,5,-1,109
CCc1ccc2c(c1)cc(C)c1nnc(SCC(=O)Nc3cc(OC)c(OC)cc3C(=O)O)n12,23,9,6,-1,96,-1.5,94,-3,18,-13,97
CCc1nnc(NC(=O)Cn2c(=O)oc3ccccc32)s1,13,x,9,-5,92,1.2,99,3,31,8,82
CCOC(=O)c1c(NC(=O)CSc2nnc(C)s2)sc2c1CCC(CC)C2 (centres undefined),-3,x,23,-5,98,1.6,102,11,12,-6,102
CCOCC(O)CS(=O)(=O)c1ccccn1 (centres undefined),-1,x,15,-1,100,0.6,103,1,23,-12,96
CCOc1ccc(OCC)c(NC(=O)CSCCc2ccccn2)c1,-16,2,8,-1,100,0.9,104,17,15,-6,101
Nn1c(SCC(=O)Nc2cccc(S(N)(=O)=O)c2)nnc1C1CC1,21,-27,13,-2,103,-0.3,102,-1,11,-10,104
COc1ccccc1CN=C1NC(=O)C(CC(=O)Nc2ccc(C(C)=O)cc2)S1 (centres undefined),25,11,10,x,103,x,u,x,x,-3,97
CCCCC(=O)c1ccc(O)cc1O,-7,15,17,-4,82,1.0,93,4,21,-5,94
CN(O)/C=N/C(=S)Nc1ccc(Cl)cc1Cl,-32,x,7,0,98,1.7,99,4,15,-80,99
COCCNC(=O)CSc1nc2cc(OC)c(OC)cc2c(=O)n1Cc1ccc(OC)cc1,10,-3,9,0,102,2.4,101,8,33,14,99
C=CCOc1cccc(C2C(C(=O)c3ccco3)=C(O)C(=O)N2CCN2CCOCC2)c1 (centres undefined),2,6,8,0,95,0.6,91,5,11,-30,93
O=C(CSc1ncccc1-c1nc2ccccc2[nH]1)NCc1ccco1,35,x,31,0,98,0.0,96,0,12,-26,98
Cc1cccc(NC(=O)CCS(=O)(=O)c2cccc3nsnc23)c1C,5,-5,29,-3,99,0.5,108,1,8,-24,100
CCOC(=O)C1CCCN(C(=O)Cn2nc(Cc3cccnc3)c3ccccc3c2=O)C1 (centres undefined),-17,x,3,0,102,0.2,100,0,18,-27,100
CC(C(=O)Nc1cccnc1)N1C(=O)C2C3C=CC(C3)C2C1=O (centres undefined),-5,x,7,0,103,0.6,104,1,16,-22,102
CCN(C(=O)COC(=O)/C=C/c1ccc(S(=O)(=O)N2CCc3ccccc32)cc1)C1CCS(=O)(=O)C1 (centres undefined),4,-9,10,0,102,0.5,103,2,14,-8,103
C(=C\c1ccccc1)/CSc1nnc(-c2cnccn2)n1Cc1ccco1,16,x,30,0,98,1.6,94,13,26,-10,97
COc1ccc(NC(=O)C(OC)c2ccccc2)cc1Cl (centres undefined),9,x,6,-3,93,0.3,95,1,10,-17,96
Cc1ccc(C(=O)Oc2csc(=S)n2C(=O)c2ccc(C)cc2)cc1,-15,x,5,-5,99,-0.4,108,-2,13,-63,104
CCC(c1nnnn1C(C)(C)C)N(CCOC)Cc1cc2cccc(C)c2n2nnnc12 (centres undefined),6,x,15,-1,99,1.7,103,4,62,-29,101
Cc1ccc(CNS(=O)(=O)NCc2cccs2)cc1,6,2,12,-2,102,0.2,106,4,11,-7,99
Cc1c(Br)cc(C(=O)NCCCN2CCOCC2)c(C)c1C,6,x,34,-3,99,0.5,97,2,26,-8,101
CC1(C)CC(=O)C(N=Nc2ccc(C(F)(F)F)cc2[N+](=O)[O-])=C(O)C1,-14,19,5,x,93,x,u,x,x,-5,93
CC(C)(C)NS(=O)(=O)c1ccc(CCC(=O)N2CCOCC2)cc1,27,x,36,0,103,0.6,99,2,27,-6,98
COCC(=O)n1nc(NCc2ccc(OC)cc2)nc1NCc1ccc(OC)cc1,16,14,17,0,102,0.2,103,0,22,-65,104
Cc1c(NS(=O)(=O)c2ccc(NC3CCCC3)c([N+](=O)[O-])c2)c(=O)n(-c2ccccc2)n1C,16,x,13,-4,101,0.6,102,3,21,-24,102
COc1cccc(C2CC(c3cccc(Br)c3)n3ncnc3N2)c1 (centres undefined),21,x,9,0,102,-1.8,99,1,19,-4,101
CCOC(=O)c1nnn(-c2nonc2NC(C)=O)c1C,6,0,15,-2,104,1.0,101,2,23,-16,103
O=S(=O)(NCCCc1ccccc1)c1cccc2nsnc12,11,-14,3,-3,105,0.5,100,21,25,-3,106
CCOC(=O)C1CCCN(Cc2nc(N)nc(Nc3ccccc3)n2)C1 (centres undefined),3,x,17,-4,100,1.2,96,3,23,-23,98
Cc1cc(=O)n2nc(N3CCCC(C(=O)NCc4ccc5c(c4)OCO5)C3)sc2n1 (centres undefined),-8,x,4,0,100,0.2,99,0,38,13,96
CCOCCn1c(N2CCN(c3ccc(OC)cc3)CC2)nc2c1c(=O)[nH]c(=O)n2C,2,26,14,-6,101,1.0,100,15,36,-2,101
Fc1ccc(N2CCN(C(=S)NCc3ccco3)CC2)cc1,5,2,10,-1,103,0.0,98,6,13,-38,102
c1ccc(CN2CCN(c3nc(-c4ccccc4)nc(-n4ccnc4)n3)CC2)cc1,25,x,10,-1,103,-3.2,107,4,11,4,104
Cn1c2ccccc2c(=O)c2c(=O)n(-c3ccccc3)c(C3CCCCC3)nc21,19,-1,3,-3,102,3.3,99,7,5,-9,102
O=C(CNCc1ccccc1Cl)Nc1ccccc1N1CCCCC1,29,1,10,-3,101,0.7,101,1,16,-2,100
CC1=CC(C)(C)N(S(=O)(=O)c2ccc(F)cc2)c2ccc(C)cc21,3,x,7,-1,100,0.0,101,0,30,-7,102
O=C(CS(=O)CC(=O)Nc1cccc2c1CCCC2)Nc1ccc(F)cc1 (centres undefined),-3,x,29,-1,96,0.5,93,5,54,5,94
NC(=O)COc1ccc(/C=N/NS(=O)(=O)c2ccccc2)cc1,22,x,6,-2,98,1.2,93,3,20,-39,94

# Part of the list above in order of molecular weight, falling:
SMILES,Mcl1 Noxa PPI,Pf gamet viab,Avidin bead fluor,Bim-Mcl-1,RGS8-Gao reg,ABCB1 block,RGS7-Gao reg,ABCG2 inh,GSH fluor,Mcl1-Bid inh,RGS4-Gao reg
Cc1c(NS(=O)(=O)c2ccc(NC3CCCC3)c([N+](=O)[O-])c2)c(=O)n(-c2ccccc2)n1C,16,x,13,-4,101,0.6,102,3,21,-24,102
CCOCCn1c(N2CCN(c3ccc(OC)cc3)CC2)nc2c1c(=O)[nH]c(=O)n2C,2,26,14,-6,101,1.0,100,15,36,-2,101
Cc1cc(=O)n2nc(N3CCCC(C(=O)NCc4ccc5c(c4)OCO5)C3)sc2n1 (centres undefined),-8,x,4,0,100,0.2,99,0,38,13,96
c1ccc(CN2CCN(c3nc(-c4ccccc4)nc(-n4ccnc4)n3)CC2)cc1,25,x,10,-1,103,-3.2,107,4,11,4,104
O=C(CS(=O)CC(=O)Nc1cccc2c1CCCC2)Nc1ccc(F)cc1 (centres undefined),-3,x,29,-1,96,0.5,93,5,54,5,94
Cn1c2ccccc2c(=O)c2c(=O)n(-c3ccccc3)c(C3CCCCC3)nc21,19,-1,3,-3,102,3.3,99,7,5,-9,102
O=C(CNCc1ccccc1Cl)Nc1ccccc1N1CCCCC1,29,1,10,-3,101,0.7,101,1,16,-2,100
CC1(C)CC(=O)C(N=Nc2ccc(C(F)(F)F)cc2[N+](=O)[O-])=C(O)C1,-14,19,5,x,93,x,u,x,x,-5,93
CCOC(=O)C1CCCN(Cc2nc(N)nc(Nc3ccccc3)n2)C1 (centres undefined),3,x,17,-4,100,1.2,96,3,23,-23,98
CC(C)(C)NS(=O)(=O)c1ccc(CCC(=O)N2CCOCC2)cc1,27,x,36,0,103,0.6,99,2,27,-6,98
CC1=CC(C)(C)N(S(=O)(=O)c2ccc(F)cc2)c2ccc(C)cc21,3,x,7,-1,100,0.0,101,0,30,-7,102
NC(=O)COc1ccc(/C=N/NS(=O)(=O)c2ccccc2)cc1,22,x,6,-2,98,1.2,93,3,20,-39,94
Fc1ccc(N2CCN(C(=S)NCc3ccco3)CC2)cc1,5,2,10,-1,103,0.0,98,6,13,-38,102
CCOC(=O)c1nnn(-c2nonc2NC(C)=O)c1C,6,0,15,-2,104,1.0,101,2,23,-16,103
